NALP1 inh – inhibitors of NALP1 inflammasome in yeast | S. cerevisiae NALP1/ASC/caspase-1 growth, X-gal OD620, 72 h | 280,000 tested, 0.61% active | inhibition, % at 10 µM; in the data active means inhibition mostly above about 24%, no sharp cut-off; inactive means mostly below about 32%; further: some compounds called inactive have numbers as strong as hits
GPR7 antagonist – blocks human GPR7 receptor signaling; 290,000 tested, 1.1% active; AID 1861; inhibition, % at 4.4 µM; GPR7-expressing cells, fluorescence antagonist assay; P48145; in the data active means inhibition above about 16%, passing the limit was not always enough;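 further: cells stimulated with the agonist NPW; 0% = agonist with vehicle and 100% = vehicle without agonist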
Target sequence (P48145 whole entry, looked up): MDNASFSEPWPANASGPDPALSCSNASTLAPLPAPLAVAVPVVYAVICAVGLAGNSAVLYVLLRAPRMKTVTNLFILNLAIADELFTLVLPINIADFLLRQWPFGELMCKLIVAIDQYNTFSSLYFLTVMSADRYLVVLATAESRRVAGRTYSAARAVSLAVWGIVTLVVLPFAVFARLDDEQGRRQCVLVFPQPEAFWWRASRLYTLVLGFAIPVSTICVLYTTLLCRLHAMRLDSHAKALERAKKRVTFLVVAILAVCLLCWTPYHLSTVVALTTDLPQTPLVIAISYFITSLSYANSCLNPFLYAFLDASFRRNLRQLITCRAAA
V1aR counter – counter-screen for oxytocin receptor agonists: human V1a receptor agonists; 320,000 tested, 0.25% active; activation, % at 3 µM; AID 2797; CHO-V1R cells, Fluo-8 calcium fluorescence, agonist mode; 0% DMSO, 100% 3 nM vasopressin;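 active means activation above the mean activation of all tested compounds plus 3 SD, per screening run, cut at about 20% in these data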;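 further: signal is peak over basal fluorescence ratio across a 100 second FLIPR read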
OXTR potentiate – potentiators of human oxytocin receptor. P30559. CHO-OTR cells, Fluo-8 calcium fluorescence, potentiator mode; 0% = oxytocin EC15, 100% = EC100. activation, % at 3 µM. 320,000 tested, 0.061% active. AID 2445;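 active means activation above that plate's cutoff, the mean activation of tested compounds plus 3 SD, cut at about 6.6% in these data, passing the limit was not always enough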;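 further: 100% uses oxytocin at 75 nM as the full agonist control; some results filed as inactive read as strong as hits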
Target sequence (P30559 whole entry, looked up): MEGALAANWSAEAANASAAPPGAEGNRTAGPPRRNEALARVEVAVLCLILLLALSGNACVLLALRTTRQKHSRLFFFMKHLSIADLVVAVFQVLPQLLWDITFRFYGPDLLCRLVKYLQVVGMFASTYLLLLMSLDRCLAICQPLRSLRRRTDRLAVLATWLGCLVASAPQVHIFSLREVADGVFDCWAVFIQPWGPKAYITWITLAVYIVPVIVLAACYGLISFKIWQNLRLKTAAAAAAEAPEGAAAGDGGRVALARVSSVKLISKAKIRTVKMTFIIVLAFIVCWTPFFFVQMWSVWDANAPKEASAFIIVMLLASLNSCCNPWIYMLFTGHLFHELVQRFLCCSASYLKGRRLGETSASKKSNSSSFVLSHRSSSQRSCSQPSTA
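Assay system: CHO cell line stably expressing human OTR. Reagent: EC15 oxytocin agonist. Dosing: single dose, 3.0 µM nominal final compound concentration. Timing: compound 6 min at room temperature before oxytocin, 100 s read. Signal: kinetic Fluo-8 calcium fluorescence. Controls: oxytocin EC15 low and EC100 high.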
GalR3 antag – human GalR3 antagonism; O60755; HEK293 GalR3-CNG cAMP membrane potential fluorescence; galR3 body fused to GalR1 C-terminus; inhibition, % at 3 µM; 360,000 tested, 0.44% active; AID 651719;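 active means inhibition above the screen-wide average plus 3 SD, cut at about 13% in these data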;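 further: forskolin and galanin both at EC90 stimulate the cells; cAMP rise reported by CNG channel membrane potential dye signal; 0% = forskolin plus galanin with DMSO and 100% = forskolin alone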
Target sequence (O60755 1-299 limits assumed): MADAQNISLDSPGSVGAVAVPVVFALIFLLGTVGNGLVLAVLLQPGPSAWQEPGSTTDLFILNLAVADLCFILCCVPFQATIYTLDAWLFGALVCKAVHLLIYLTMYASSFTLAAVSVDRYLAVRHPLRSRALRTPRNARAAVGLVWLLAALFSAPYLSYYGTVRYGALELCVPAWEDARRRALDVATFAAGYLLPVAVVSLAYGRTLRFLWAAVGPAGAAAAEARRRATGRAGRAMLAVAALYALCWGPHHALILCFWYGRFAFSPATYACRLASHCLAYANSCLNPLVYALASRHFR
MEKK2 mut-MEK5 – signal of MEK5 binding to mutant human MEKK2 PB1 domain; bead flow cytometry, Alexa488-MEK5 binding to MEKK2 mutant; percent response, % at 10 µM; 290,000 tested, 0.35% active; AID 1530; in the data active means percent response above about 24%, passing the limit was not always enough; further: inactives centre near 1; some results filed as inactive read as strong as hits
MEKK2 WT-MEK5 – raises or lowers MEK5 binding to wildtype human MEKK2 PB1 domain. binding response (% of control), % at 10 µM. 290,000 tested, 1.1% active. AID 1531. Q9Y2U5. bead flow cytometry, Alexa488-MEK5 binding to MEKK2 WT; actives lie on both sides; in the data active means binding response below about 67% or above about 130%; inconclusive means no clear call, values can overlap the other calls; inactive means in between
PfM18AAP inh – blocks P. falciparum M18 aspartyl aminopeptidase; recombinant PfM18AAP, H-Glu-NHMec fluorogenic cleavage; inhibition, % at 7.35 µM; 290,000 tested, 1.2% active;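 active means inhibition above the campaign mean inhibition over all tested compounds plus 3 SD, cut at about 28% in these data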;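 further: 0% = plate median of test compound wells and 100% = 2 mM ZnCl2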
OXTR agonist – agonists of human oxytocin receptor. CHO-OTR cells, Fluo-8 calcium fluorescence; normalized: DMSO 0%, oxytocin 100%. activation, % at 3 µM. 320,000 tested, 0.32% active;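 active means activation above the mean of all tested compounds plus 3 SD, cutoff set per screening run, cut at about 20% in these data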;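 further: peak over basal fluorescence ratio from a 100 s FLIPR kinetic read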
* hit, by the source's call; ? = inconclusive; . = no result given.

SMILES	NALP1 inh	GPR7 antagonist	V1aR counter	OXTR potentiate	GalR3 antag	MEKK2 mut-MEK5	MEKK2 WT-MEK5	PfM18AAP inh	OXTR agonist
COc1ccc(-n2c(COc3ccccc3)n[nH]c2=S)cc1	-1	-8	0.7	-1	-5	3	106	17	-0.2
O=C(CSc1nnc2scc(-c3ccc(Cl)cc3)n12)NCc1ccco1	18	9	-0.6	4	-9	7	102	4	-1.2
C=CCSc1nc(N)c(C#N)c(-c2ccccc2)c1C#N	7	15	0.3	-9	1	-16	?	10	-0.1
Cc1ccc(NC(=O)COc2ncnc3sccc23)cc1S(=O)(=O)N(C)C	1	-8	0.2	-11	-4	.	.	5	0.2
C[C@@]12C(=O)N(c3ccccc3)C(=O)N1[C@@H]1c3ccccc3OC[C@@H]1[C@H]2c1ccccc1	.	.	-0.4	-8	-3	.	.	.	-1.8
COc1ccc(CN(C#N)c2nc(C)cc(C)n2)cc1	-6	-6	.	.	-8	8	106	-5	.
O=c1[nH]c(C2CCCN(S(=O)(=O)c3cccc(F)c3)C2)nc2c1nnn2Cc1ccccc1 (stereo not drawn)	-9	-8	0.6	-8	6	1	97	-7	-0.3
CCCCN(c1ccccc1)c1ncnc(N)c1[N+](=O)[O-]	13	-2	-1.9	0	-7	5	102	5	-1.8
Cc1cc(C)c2c(CN3CCOCC3)cc(=O)oc2c1C	.	-3	-1.2	-10	-3	0	99	-1	-2.8
CC(C)c1c(C(=O)N/N=C/c2cccc(OCc3ccc(F)cc3)c2)nnn1-c1nonc1N	16	1	0.6	-8	-2	2	101	3	0.1
CCOc1ccc(CN2C(=O)c3ccccc3C2=O)cc1C(=O)Nc1nnc(SCC)s1	11	-8	0.2	-3	0	0	99	-4	-0.8
Cc1ccc(-c2nnc(C)c(N3CCOCC3)n2)cc1	20	1	0.5	-5	-2	-10	91	-6	-0.4
CCOC(=O)c1ccc(CNC(=O)CSc2nnc(-c3ccncc3)o2)cc1	18	1	0.0	-6	-4	-2	97	6	-1.1
O=C(NCc1ccccc1)c1ccc(CNc2c(N3CCCC3)c(=O)c2=O)cc1	.	-6	0.4	2	-5	-10	99	-3	0.1
COc1ccc(C(=O)NCCCNC(=O)c2cc3ccccc3[nH]2)cc1OC	6	-17	-0.4	-6	-8	6	107	4	-1.3
Cc1cccc(C(=O)NCc2nnc(SCC(=O)NC3=NCCS3)n2C)c1	8	-5	-1.0	-1	-4	12	101	2	0.9
COC(=O)CCCC(=O)N1CCCC(CCC(=O)NCc2ccc(F)c(F)c2)C1 (stereo not drawn)	18	-13	1.3	-1	-3	-10	95	0	-1.0
Cc1sc2ncnc(N3CCC(C(=O)Nc4ccc(F)cc4Cl)CC3)c2c1C	.	.	4.2	-9	-3	.	.	.	2.3
NC(=O)c1ccccc1N/C=C/C(=O)c1ccco1	-17	-8	-0.8	-6	-5	2	105	-2	-2.0
COc1ccc(C(=O)/C=C2/C(=O)Nc3ccccc32)cc1OC	-5	10	2.2	-15	-7	1	97	9	3.8
CC1O[C@@H]2O[C@](O[C@H](C)CC[C@@H](C)O)(c3ccccc3)O[C@@H]2C[C@H]1O (stereo partly drawn)	.	.	0.8	1	-5	.	.	.	0.4
Cc1ccc(C(=O)Nn2cnc3scc(-c4cccs4)c3c2=O)c(O)c1	10	7	2.3	-10	-6	2	101	10	2.8
Cc1ccc(OCc2nnc(SCC(=O)CC(=O)Nc3ccccc3)o2)cc1	5	-10	3.9	-23	-3	4	104	18	-1.4
Cc1c(N=C2SCC(=O)N2/N=C/c2ccccc2Cl)c(=O)n(-c2ccccc2)n1C	4	0	-0.4	-4	-4	2	100	-1	0.1
CCOC(=O)CC(=O)CSc1nc2c(c(C)c1C#N)CCC2	-1	-5	-0.6	-11	-1	.	.	0	-1.0

12 entries already listed, ordered by SMILES length, highest first:
SMILES	NALP1 inh	GPR7 antagonist	V1aR counter	OXTR potentiate	GalR3 antag	MEKK2 mut-MEK5	MEKK2 WT-MEK5	PfM18AAP inh	OXTR agonist
C[C@@]12C(=O)N(c3ccccc3)C(=O)N1[C@@H]1c3ccccc3OC[C@@H]1[C@H]2c1ccccc1	.	.	-0.4	-8	-3	.	.	.	-1.8
Cc1c(N=C2SCC(=O)N2/N=C/c2ccccc2Cl)c(=O)n(-c2ccccc2)n1C	4	0	-0.4	-4	-4	2	100	-1	0.1
CCOc1ccc(CN2C(=O)c3ccccc3C2=O)cc1C(=O)Nc1nnc(SCC)s1	11	-8	0.2	-3	0	0	99	-4	-0.8
COC(=O)CCCC(=O)N1CCCC(CCC(=O)NCc2ccc(F)c(F)c2)C1 (stereo not drawn)	18	-13	1.3	-1	-3	-10	95	0	-1.0
COc1ccc(C(=O)NCCCNC(=O)c2cc3ccccc3[nH]2)cc1OC	6	-17	-0.4	-6	-8	6	107	4	-1.3
Cc1ccc(OCc2nnc(SCC(=O)CC(=O)Nc3ccccc3)o2)cc1	5	-10	3.9	-23	-3	4	104	18	-1.4
O=C(CSc1nnc2scc(-c3ccc(Cl)cc3)n12)NCc1ccco1	18	9	-0.6	4	-9	7	102	4	-1.2
COc1ccc(C(=O)/C=C2/C(=O)Nc3ccccc32)cc1OC	-5	10	2.2	-15	-7	1	97	9	3.8
CCOC(=O)CC(=O)CSc1nc2c(c(C)c1C#N)CCC2	-1	-5	-0.6	-11	-1	.	.	0	-1.0
C=CCSc1nc(N)c(C#N)c(-c2ccccc2)c1C#N	7	15	0.3	-9	1	-16	?	10	-0.1
COc1ccc(CN(C#N)c2nc(C)cc(C)n2)cc1	-6	-6	.	.	-8	8	106	-5	.
NC(=O)c1ccccc1N/C=C/C(=O)c1ccco1	-17	-8	-0.8	-6	-5	2	105	-2	-2.0

Later entries:
SMILES	NALP1 inh	GPR7 antagonist	V1aR counter	OXTR potentiate	GalR3 antag	MEKK2 mut-MEK5	MEKK2 WT-MEK5	PfM18AAP inh	OXTR agonist
COc1cccc(NC(=O)/C=C/c2ccccc2[N+](=O)[O-])c1	38	-11	-0.2	0	-2	-2	98	4	-0.9
NC1=NC(=O)S/C1=C\c1ccc(O)cc1	36	-5	1.2	-6	0	-1	98	3	0.8
CCC(CC)=N/N=C/c1c(O)n(CC)c2cc(C3=NNC(=O)CC3)ccc12	-57	-10	0.3	-3	5	14	82	12	0.1
CC(NS(=O)(=O)OCC(Cl)(Cl)Cl)c1ccc(Br)cc1 (stereo not drawn)	11	1	2.1	-5	-3	-16	82	-7	1.2
O=C(N/N=C/c1cn(-c2ccccc2)nc1-c1cccnc1)c1ccc(F)cc1	9	-29	-1.4	-13	-3	-2	97	4	-1.6
CCn1cc(C(=O)N2CCN(c3ccc(F)cc3)CC2)c2cc(OC)c(OC)cc2c1=O	-9	-11	-0.9	-1	-2	-2	99	-4	-2.5
CCCNC(=O)CN(C)S(=O)(=O)c1c(C)cc(C)cc1C	-5	7	-0.5	-12	-3	2	100	-4	-0.3
CN(CC(=O)NCc1ccco1)CC(=O)Nc1ccc(F)c(F)c1F	.	.	0.7	-2	-1	.	.	.	-0.5
CCC(=O)Nc1cccc(C(=O)/C=C/c2ccc(F)cc2)c1	4	-1	5.1	-14	3	4	105	10	2.5
Cc1cccc2cc(C(c3nnnn3CC3CCCO3)N3CCOCC3)c(=O)[nH]c12 (stereo not drawn)	-3	2	0.5	-8	1	-1	105	0	-0.7
CC(/C=N\NC(=O)c1ccc(C)nc1)=C\c1ccccc1	22	9	0.7	-10	-4	-3	89	1	0.3
c1ccc2sc(NC3=NCN(CC4CCCO4)CN3)nc2c1 (stereo not drawn)	-2	-5	0.4	-7	-4	-5	69	-7	1.7
Cc1cc(C)c2nc(-c3cccnc3)cc(C(=O)Nc3ccc(S(=O)(=O)Nc4onc(C)c4C)cc3)c2c1	0	-10	0.3	-5	-6	-8	89	-3	-0.1
Cc1ccc(-c2cc(C(=O)Nc3ccc(S(=O)(=O)N4CC(C)OC(C)C4)cc3)[nH]n2)c(O)c1 (stereo not drawn)	17	-17	0.1	-8	6	13	101	6	1.9
Cc1ccnc(NC(=O)c2cccc(NC(=O)c3ccccc3C)c2)c1	11	-17	0.2	8	-5	4	108	-1	-0.5
COc1ccc2oc(-c3ccccc3)c(C(=O)O)c2c1	5	-7	1.4	-3	2	4	100	3	1.7
CCC(=O)N1CCN(c2ccc(NC(=O)COc3ccc(C)cc3C)cc2)CC1	20	-2	11	-14	-8	-2	97	-5	8.7
O=C(Cn1ccc([N+](=O)[O-])n1)N1CCc2ccccc21	18	-8	0.2	-1	-6	-12	92	-3	-1.6
C[C@H](NC(=O)[C@@H]1CSC2c3ccccc3C(=O)N21)C(=O)NC1CCCC1 (stereo partly drawn)	12	1	0.8	-3	3	1	101	-2	-0.2
CC1(c2nnc(Cc3ccccc3)o2)CC(c2ccc([N+](=O)[O-])cc2)=NO1 (stereo not drawn)	.	.	7.8	-17	-4	8	94	.	5.5
CC[C@@]1(C(=O)OC)N[C@H](CN(C)C(=O)Nc2ccc(C)cc2)[C@@H]2C(=O)N(C)C(=O)[C@@H]21	.	.	0.9	4	-7	.	.	.	-0.4
COc1ccccc1NC(=O)/C(=N/OCc1ccc(F)cc1)C(C)=O	-5	-4	0.6	-8	-6	0	105	-3	-1.3
O=C(N/C(=C\c1cccc([N+](=O)[O-])c1)C(=O)N1CCOCC1)c1cccc(Br)c1	11	-2	2.8	-8	0	10	110	-10	-1.5
COc1ccc(S(=O)NC2CCCCC2)c(OC)c1C (stereo not drawn)	6	-10	0.7	-8	-2	0	105	2	0.1
COc1ccc(CC(=O)Nc2c3c(nn2-c2ccccc2C)CS(=O)C3)cc1 (stereo not drawn)	-8	-3	1.0	-1	-8	2	96	-16	0.2
COc1ccccc1-c1c(NC(=O)c2ccco2)n(C)c2ccccc2c1=O	5	-23	0.0	-3	-5	3	101	0	-1.5
Nc1nc2ccccc2n1CCOc1ccccc1Cl	8	17	8.1	-23	-6	0	105	-9	13
C[C@H]1C=C(C(=O)N2CCN(Cc3ccc4c(c3)OCO4)CC2)O[C@@H](OCc2ccc(CO)cc2)C1	-16	-9	1.7	-7	-3	9	110	-3	1.2
CC(OC(=O)CNC(=O)c1ccc(Cl)cc1)C(=O)NC1CCCCC1C (stereo not drawn)	.	.	0.1	-3	5	.	.	.	-1.4
CCCCCOC(=O)Nc1ccc(S(=O)(=O)Nn2cnnc2)cc1	14	-8	-0.9	-2	3	0	99	46*	-0.3
